ERK EGF block – inhibitors of EGF-stimulated ERK signaling pathway; 0.41% of 130,000 active; HEK293-V1b, EGF-stimulated phospho-ERK AlphaScreen; Potency, µM (top dose mostly 11.5 µM), for the others: at the highest dose activity change, negative = inhibition, most hits filed as inhibitors; active = well fitted inhibition curve with a large enough effect; inconclusive = small, poorly fitted or top-dose-only effect, or effect the other way;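 note: plate controls were stimulated vehicle wells for no effect and unstimulated vehicle basal for full effect; nearly all actives have a fitted effect of over 55% in size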
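Readout: AlphaScreen signal for phosphorylated ERK in lysed HEK293 cells stably expressing V1b. Stimulus 25 nM EGF, 5 min, following 30 min compound exposure. Data scaled to DMSO basal and full EGF activation.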
* hit, by the source's call; ? = inconclusive; & = joins results of further samples; [ ] = another dose, or the depositor's remark. Potency is the fitted concentration of half-maximal effect. An excerpt (hit frequency here may not be typical).

ERK EGF block	molecule
0%	Cc1ccc(N(CC(=O)N2CCCCC2)S(=O)(=O)c2ccc(C)cc2)cc1
-1%	CO[C@]12CC(COC(=O)c3cncc(Br)c3)CN(C)[C@@H]1Cc1cn(C)c3cccc2c13 (stereo partly specified)
?	CC(=O)Nc1cccc(NC(=O)c2cc(-c3cccnc3)nc3ccc(Cl)cc23)c1
?	Cn1cc(-c2nc3cnc(Oc4cccc(Cl)c4)nc3n(CCC#N)c2=O)c2ccccc21
-7%	COc1ccc(NC(=O)c2ccc(-c3ccccc3)cc2)cc1NS(=O)(=O)c1ccc(F)cc1
-5%[57.5 µM]	O=C(Nc1nccs1)c1cccc(NC(=O)C(F)(F)F)c1
-1%	COc1ccc(/C=C/C(=O)OCCCN(C)C)cc1
-4%[57.5 µM]	COc1cc2c(=O)n(Cc3ccccc3)c(=O)n(CC(=O)C(C)(C)C)c2cc1OC
0%[57.5 µM]	Cc1ccc(/C=N/NC(=O)C2(C)CC2(Br)Br)cc1 (stereo unspecified)
4%	COc1cc(OC)c(NS(=O)(=O)c2cc(C(=O)OCC(=O)NCC3CCCO3)ccc2OC)cc1Cl (stereo unspecified)
-1%[57.5 µM]	CCOCCn1c(SCc2ccccc2)nc2c1c(=O)[nH]c(=O)n2C
6%	CCOc1ccc(/C=C/C(=O)CCC(=O)O)cc1
-10%	O=C(N/N=C/C=C/c1ccccc1)c1cccs1
0%	CCC(CC)C(=O)Oc1c(Sc2ccccc2[N+](=O)[O-])c(C)nn1C(C)(C)C
9%	COc1ccccc1N1CCN(C(=O)CN2C(=O)c3cccc4cccc(c34)C2=O)CC1
8%[57.5 µM]	Cc1ccc(S(=O)(=O)/N=c2\ccc(Cl)cn2C(F)F)cc1
0%	CCNC(=O)[C@H](C)/C=C/C(NC(=O)OCc1ccccc1)c1ccc(C(=O)OC)cc1 (stereo partly specified)
4%[57.5 µM]	O=C(Nc1ccccc1Cl)c1csc(-c2cccnc2)n1
?	Cc1sc2ncnc(NCC3COc4ccccc4O3)c2c1C (stereo unspecified)
-4%	O=C(NCc1ccccn1)c1ccc(Cn2c(=S)[nH]c3ccccc3c2=O)cc1
3%[57.5 µM]	CCNC(=O)COC(=O)CCNC(=O)c1ccc(Cl)cc1
-4%	O=C(O)/C(=C\c1ccc(Cl)c([N+](=O)[O-])c1)c1ccc(S(=O)(=O)N2CCCCC2)s1
-8%	Cc1cc(C)c(NC(=O)CCn2nnc3ccccc32)c(C)c1
-1%	COc1ccc(NS(=O)(=O)c2ccc(NC(=S)NC(=O)c3ccc(Br)cc3)cc2)nn1
-5%	CCOC(=O)C1CCCN(C2CC(=O)N(c3ccc(NC(C)=O)cc3)C2=O)C1 (stereo unspecified)
3%	Cc1cccc(Nc2nc(N)nc(CC(=O)CSc3ccc(Cl)cc3)n2)c1
-6%[57.5 µM]	CSc1nc(SC(C)C(=O)O)c2c3c(sc2n1)COC(C)(C)C3 (stereo unspecified)
1%	Cc1ccc(/C=C/C(=O)N2CCN(c3ccc(F)cc3)CC2)o1
4%	CCC1=C2CC[C@H]3C(=O)NC(=O)[C@H]3[C@H]2[C@@]2(C)C(=NCCOC)OC(=O)N2C1=O
17%	CC(OC(=O)CNC(=O)c1ccccc1F)C(=O)Nc1nc(-c2ccccc2)cs1 (stereo unspecified)
1%	COc1cc([N+](=O)[O-])cc2cc(C(=O)N3CCCC3)c(=O)oc12
-4%	COc1cc(/C=C2/C(=O)NN(c3cccc(C)c3)C2=O)cc([N+](=O)[O-])c1O
?	Clc1ccc(C2Nc3ccccc3-n3cccc32)cc1 (stereo unspecified)
-9%	COc1ccc(NC(=S)NCCCN2CCCC2)cc1
6%&2%	CCOC(=O)CN1C(=O)N[C@@H](c2ccccc2)C(C(=O)OC)=C1C
-8%	Cc1cc(C(=O)Nc2ccc(OCc3ccccc3)cc2)c(C)o1
-12%	CCOC(=O)c1ccc(NC(=S)Nc2cc(C)cc(C)n2)cc1
8%	CC(=O)Nc1c(C)ccc(CNC(=O)COc2cc(C)ccc2C)c1C
?	CC1=C/C(=C\C=C(C#N)C#N)N(C)c2ccccc21
10%	COc1ccc(C)cc1NS(=O)(=O)c1ccc(NC(=O)CN(c2cc([N+](=O)[O-])ccc2C)S(C)(=O)=O)cc1
3%	Cc1[nH]c2ccccc2c1C(=O)CN1C(=O)NC(C)(c2ccc(Cl)cc2Cl)C1=O (stereo unspecified)
?	CC(/C=C1\SC(=S)N(CCC(=O)Nc2nc(C)cs2)C1=O)=C\c1ccccc1
2%	Cc1ccccc1NC1=C(Cl)C(=O)OC1OC(=O)c1ccccc1C (stereo unspecified)
2%	COc1ccc(N(CC(=O)NCCSCc2ccco2)S(=O)(=O)c2ccccc2)cc1
3%[57.5 µM]	CC(C)(C)C(=O)Nc1c(Cl)cccc1OC(F)(F)F
-10%	Cc1cccc(NC(=S)Nc2ccccn2)c1C
14%	c1ccc2c(c1)CSc1sccc1C2=C1CCNCC1
3%	Cc1cccc(NC(=O)Cn2c(=O)n(C)c3ccccc32)c1
4%[57.5 µM]	N#Cc1c(N)n(-c2cccc(C(=O)O)c2)c2nc3ccccc3nc12
28%[57.5 µM]	O=C(Cn1ncc2c3ccccc3n(Cc3ccccc3)c2c1=O)NCc1ccco1
1%	CCOC(=O)c1cc2c(=O)n3ccccc3nc2n(C(C)C)c1=NC(=O)c1c(-c2c(F)cccc2Cl)noc1C
-8%	COc1ccc(C(=O)NC(=S)NNC(=O)COc2ccccc2)cc1
-9%[57.5 µM]	COc1cccc(C2C3=C(N=c4s/c(=C\c5ccc(OCC(=O)O)cc5)c(=O)n42)c2ccccc2CC3)c1 (stereo unspecified)
-8%[57.5 µM]	CCC(C)[C@@H](C(=O)N1CCNCC1)n1cc(CCCN=C(N)N)nn1 (stereo partly specified)
-4%	Cc1ccc(N/N=C/c2ccc3c(c2)OCCO3)cc1Cl
1%[57.5 µM]	COc1ccc(NN=Nc2nc3c([nH]2)c(=O)n(C)c(=O)n3C)cc1
?	CCCOc1ccc(NCC(=O)Nc2ccc(C)cc2C)cc1
2%	OCCN1CCN(c2ncnc3sc(-c4ccccc4)cc23)CC1
3%	O=C(/C=C/c1cccc([N+](=O)[O-])c1)NCCSCc1ccc(Cl)cc1Cl
5%	CN(C)c1ccc(C(CNS(=O)(=O)c2ccc(F)c(F)c2)c2c[nH]c3ccccc23)cc1 (stereo unspecified)

Following part:
ERK EGF block	molecule
0%	O=C(CCSc1nnc(-c2ccncc2)o1)Nc1cccc2ccccc12
5%	O=C(COC(=O)c1ncc(Cl)c(Cl)c1Cl)NC(=O)NCc1ccccc1
-1%	COC(=O)c1cc(Cl)cc(Cl)c1OS(=O)(=O)N(C)C
5%	c1ccc(Nc2nc(CSc3ncn[nH]3)cs2)cc1
-12%	CC(C)Oc1cccc(C(=O)C2CCCN(S(C)(=O)=O)C2)c1 (stereo unspecified)
-6%	CCOC(=O)c1ccc(NC(=O)Cc2coc3cc4c(cc23)CCC4)cc1
-5%[57.5 µM]	CCN1CCN(Cc2ccc(NC(=O)c3ccc(C)c(NC(=O)C4=NN(c5ccccc5)C(=O)C4)c3)cc2C(F)(F)F)CC1
2%	COc1ccc(NC(=O)c2cccc(OS(=O)(=O)N(C)C)c2)cc1
-2%	c1ccc2[nH]c(C3CC3)nc2c1
2%[57.5 µM]	CCNC(=S)Nc1cccc(S(=O)(=O)Nc2ccccc2OC)c1
0%	Cc1ccc(NC(=O)c2c(NC(=O)CCC(=O)O)sc3c2CCCCC3)cc1
10%	COc1cc(/C=C/C(=O)OCC(=O)NC(=O)NC(C)C)cc(OC)c1OC
-13%[57.5 µM]	COc1cc(OC)c(S(=O)(=O)NC(C)C)cc1C(=O)O
4%[57.5 µM]	CCOc1ccc(-c2cnc3ccccc3n2)cc1
2%	CCCn1c(C)nc2c(N3CCOCC3)nc(C)nc21
2%	Cc1ccc(-n2ncc3c(SCC(=O)Nc4cc(C)on4)ncnc32)c(C)c1
-8%	O=C(CCCCCNC(=O)c1ccccc1)N/N=C/c1ccccc1
2%	COc1ccc(C2CC(c3ccccc3)=NN2C(=O)COC(=O)c2cnc(Cl)c(Cl)c2)cc1 (stereo unspecified)
-11%[57.5 µM]	O=C(N/N=C/c1ccc(Br)s1)c1ccco1
